From PubChem
Tau fibril ThT = tau fibrillization inhibition (ThT binding); Potency, µM (doses to about 57.4 µM), without a hit: top-dose activity, negative = inhibition, hits mostly inhibitors; 2.1% of 270,000 active; P10636; recombinant tau K18 P301L (four-repeat tau fragment), heparin-induced fibrillization, ThT fluorescence; also: nearly all actives have a fitted effect of over 55% in size
Target sequence (P10636 561-689 P618L limits assumed): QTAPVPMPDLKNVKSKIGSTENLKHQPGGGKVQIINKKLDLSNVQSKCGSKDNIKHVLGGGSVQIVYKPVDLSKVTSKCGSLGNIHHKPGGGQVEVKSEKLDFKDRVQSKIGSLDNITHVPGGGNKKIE
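Tau K18 P301L fragment (15 uM unlabeled plus 0.24 uM Alexa 594-labeled) in 100 mM sodium acetate pH 7 with compound, fibrillization induced by 20 uM heparin for 6 hr at 37 C. Thioflavin T (30 uM) added, fluorescence read after 1 hr (ex 450, em 510 nm).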
KDM4E inh = inhibitors of human JMJD2E histone demethylase; 1.6% of 230,000 active; JMJD2E catalytic domain, FDH-coupled NADH fluorescence (FDH is formaldehyde dehydrogenase); Potency, µM (doses to about 57.1 µM), for the others: top-dose activity change, negative = inhibition, hits mostly inhibitors; active = well fitted inhibition curve with a large enough effect, not every such curve was filed as active; inconclusive = small, poorly fitted or top-dose-only effect, or another doubt; inactive = no such curve, though single readings can be large or run the other way;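 also: 0% = wells with enzyme and -100% = buffer wells without enzyme; nearly all actives have a fitted effect of over 50% in size; many of its hits are not listed in these tables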
L3MBTL1 block = blocks human L3MBTL1; Q9Y468; AlphaScreen L3MBTL1–H3K9me1 peptide binding; Potency, µM (highest dose often 57.1 µM), for inactives: at the highest dose activity, negative = inhibition, usual class: inhibitors; 0.66% of 230,000 active; AID 485360; also: nearly all actives have a fitted effect of over 60% in size
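L3MBTL1 50 nM + b-AHA-H3(1-15)K9me1 75 nM, 30 min RT; compound added, 30 min RT; streptavidin donor/Ni-chelate acceptor beads 10 ug/mL each final, 30 min RT dark; AlphaScreen read.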
Tau fibril FP = inhibitors of human tau fibril formation | 0.39% of 280,000 active | K18 P301L tau heparin fibrillization, Alexa594 FP, 6 h | Potency, µM (highest dose often 57.7 µM), inactives show top-dose activity, negative = inhibition, usual class: inhibitors | P10636; also: nearly all actives have a fitted effect of over 55% in size
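FP of Alexa 594-tau after heparin (20 uM) induction. Substrate: human K18 P301L, 15 uM unlabeled, 0.24 uM labeled. Buffer 100 mM sodium acetate pH 7. 6 hr, 37 C.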
RGS12 GoLoco inh = inhibitors of human Gai1-RGS12 GoLoco interaction (red fluorophore) | P63096 | Potency, µM (top dose mostly 61.6 µM), without a hit: at the highest dose activity, negative = inhibition, usual class: inhibitors | Gai1:RGS12 GoLoco peptide FP, rhodamine, 10 min | 0.44% of 230,000 active; active = well fitted inhibition curve with a large enough effect, not every such curve was filed as active; inactive = no such curve, though single readings can be large or run the other way; also: nearly all actives have a fitted effect of over 30% in size; many of its hits are not listed in these tables
RECQ1 helicase = inhibitors of human RECQ1 DNA helicase; RECQ1 DNA unwinding, red fluorescence kinetic read; Potency, µM (highest dose often 57.3 µM), inactives show top-dose activity, negative = inhibition, hits mostly inhibitors; 0.54% of 240,000 active;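 also: plate controls were vehicle for no effect and no enzyme for full effect; nearly all actives have a fitted effect of over 30% in size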
Target sequence (P46063 whole entry, looked up): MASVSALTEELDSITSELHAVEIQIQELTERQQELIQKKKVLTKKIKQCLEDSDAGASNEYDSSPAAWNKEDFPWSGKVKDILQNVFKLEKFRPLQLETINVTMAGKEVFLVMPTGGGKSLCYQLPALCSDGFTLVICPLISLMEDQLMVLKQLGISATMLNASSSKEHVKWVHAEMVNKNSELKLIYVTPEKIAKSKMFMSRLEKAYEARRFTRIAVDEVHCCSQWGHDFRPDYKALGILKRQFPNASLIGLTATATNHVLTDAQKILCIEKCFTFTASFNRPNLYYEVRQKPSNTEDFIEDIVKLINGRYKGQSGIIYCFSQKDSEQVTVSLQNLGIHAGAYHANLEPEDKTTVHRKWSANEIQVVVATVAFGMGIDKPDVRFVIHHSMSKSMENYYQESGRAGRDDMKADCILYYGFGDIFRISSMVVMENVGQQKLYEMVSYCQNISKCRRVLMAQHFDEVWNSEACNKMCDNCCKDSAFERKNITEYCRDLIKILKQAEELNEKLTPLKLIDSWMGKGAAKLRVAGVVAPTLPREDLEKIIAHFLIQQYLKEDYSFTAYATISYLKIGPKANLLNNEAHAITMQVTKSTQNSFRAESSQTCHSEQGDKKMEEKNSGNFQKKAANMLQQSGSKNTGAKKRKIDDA
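50 nM RECQ1T1 preincubated 15 min with compound in Tris pH 8.0 buffer with MgCl2, DTT, Tween-20 and 2.5 ug/ml poly(dI-dC); started with 200 nM TAMRA/BHQ-2 forked duplex and 2 mM ATP. Unwinding read as fluorescence (525/598 nm), two reads 2 h apart.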
TR SRC2 fluor cs = alters Texas Red total fluorescence, flagging assay interference. TRb/SRC2 Texas Red total fluorescence interference. Potency, µM (doses to about 106 µM), for inactives: top-dose fluorescence change, negative = quenching. 0.29% of 280,000 active. AID 1479; active = well fitted curve in either direction with a large enough effect; inconclusive = small, poorly fitted or top-dose-only effect
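Human TRβ ligand-binding domain (0.6 uM) and Texas Red SRC2 peptide (20 nM) in Tris buffer with 1 uM T3 and 5% DMSO were incubated with pinned compound for 5 hr at ambient temperature. Total fluorescence was computed as S + 2P (555/632 nm).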
TRb SRC2 PPI = disrupts binding of human TR beta to SRC2; AID 1469; 0.065% of 280,000 active; TRbeta-SRC2 peptide binding, fluorescence polarization; receptor liganded with 1 µM T3; Potency, µM (highest dose often 106 µM), for inactives: top-dose activity change, negative = inhibition, usual class: inhibitors;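 also: plate controls were bound peptide for no effect and peptide without receptor for full effect; nearly all actives have a fitted effect of over 50% in size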
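Polarization signal, normalized between peptide-alone and full complex controls, measured compound effects on T3-liganded human TRb LBD (0.6 uM) binding 20 nM Texas Red SRC2 peptide after 5 hr.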
* hit, by the source's call; i = inactive; ? = inconclusive; nt = no result given; [ ] = remark or other dose. Unless noted, calls follow the shape of the dose curve; as a rule, active = well fitted curve in the direction sought with a large enough effect; inconclusive = small, poorly fitted or top-dose-only effect, or another doubt; inactive = no such curve, though single readings can be large; an effect the other way counts as inactive or inconclusive. Unless noted, % is scaled to controls: 0 for no effect and ±100 for the full control effect; potency is read from the fitted curve at half-maximal effect.

| cpd | Structure | TR SRC2 fluor cs | Tau fibril ThT | RECQ1 helicase | Tau fibril FP | KDM4E inh | L3MBTL1 block | RGS12 GoLoco inh | TRb SRC2 PPI |
| --- | --- | --- | --- | --- | --- | --- | --- | --- | --- |
| 1 | C[C@]12CC[C@@H]3c4ccc(O)cc4CC[C@H]3[C@@H]1C[C@@H](O)[C@@H]2O | -4.9% | -3.1% | -0.2% | 1.7% | 3.2% | 9.6% | 8.2% | -4.3% |
| 2 | COc1ccccc1OCC#CCSc1ncccn1 | 2.4% | 14.7% | i | 8.0% | -1.2% | 54.1%[activator] | -1.8% | -1.1% |
| 3 | CC(=O)c1ccc(OC(=O)c2c(-c3ccccc3Cl)noc2C)cc1 | -7.8% | -12.3% | nt | 1.8% | nt | nt | nt | 1.8% |
| 4 | Cc1ncc(C(=O)O)c(C(=O)O)c1N | 0.1% | 18.4% | -4.9% | 7.5% | ? | nt | 5.0% | -5.0% |
| 5 | O=C(CCC(=O)N1CCN(S(=O)(=O)c2ccc(Cl)cc2)CC1)NCc1ccccc1 | -0.4%[53 µM] | 14.4% | -17.2% | 0.8% | -5.9% | 13.4% | 1.7% | -3.0%[53 µM] |
| 6 | O=C(CSc1ncccc1-c1nc2ccccc2[nH]1)NCc1ccco1 | 0.1% | ? | i | ? | ? | 35.5µM* | 50.3%[activator] | -19.1% |
| 7 | CC(/C=N/n1cnnc1)=C\c1ccco1 | -6.9% | ? | i | -3.9% | -28.1% | -8.9% | 6.9% | -8.1% |
| 8 | O=C(CCl)Nc1ccccc1C(=O)Nc1ccc2c(c1)OCO2 | -3.1% | ? | -0.1% | 10.2% | -8.1% | -8.1% | 14.4% | 4.6% |
| 9 | O=C(COC(=O)/C=C/c1ccccc1Cl)NC(=O)Cc1ccccc1 | 3.2% | -10.9% | 6.6% | -13.8% | -0.2% | 4.5% | 6.7% | -1.6% |
| 10 | O=C(CSc1ncnc2c1oc1ccccc12)NC1CCCCC1 | -2.0% | -15.4% | -11.1% | 9.1% | -5.4% | nt | -10.2% | -3.4% |
| 11 | O=C(COC(=O)C1CCC(=O)N1)Nc1ccccc1Br (stereo unspecified) | -0.2% | 4.7% | 1.5% | 1.0% | 11.2% | 6.7% | 10.6% | 5.3% |
| 12 | Cn1c(SCc2ccccc2[N+](=O)[O-])nnc1-c1cccnc1 | -0.7% | -2.3% | -14.7% | -6.1% | 11.0% | nt | -1.8% | -15.1% |
| 13 | COc1ccc(-n2nnnc2S(=O)(=O)CC(=O)N2CCCCC2)cc1 | 0.0% | ? | -4.6% | -11.3% | -6.9% | nt | 0.2% | -1.1% |
| 14 | CC(C)(C)c1ccc(C(=O)NC2=NC(c3cccc(F)c3)CC(=O)N2)cc1 (stereo unspecified) | 5.0% | 8.5% | nt | -15.9% | nt | nt | nt | -7.0% |
| 15 | O=C(NCCCn1ccnc1)/C(=C\c1cccs1)NC(=O)c1ccco1 | 0.8%[53 µM] | 14.3% | 0.0% | 7.5% | 1.6% | 5.0% | 15.2% | -4.1%[53 µM] |

Ordered by heavy-atom count (falling): part of the list above
| cpd | Structure | TR SRC2 fluor cs | Tau fibril ThT | RECQ1 helicase | Tau fibril FP | KDM4E inh | L3MBTL1 block | RGS12 GoLoco inh | TRb SRC2 PPI |
| --- | --- | --- | --- | --- | --- | --- | --- | --- | --- |
| 9 | O=C(COC(=O)/C=C/c1ccccc1Cl)NC(=O)Cc1ccccc1 | 3.2% | -10.9% | 6.6% | -13.8% | -0.2% | 4.5% | 6.7% | -1.6% |
| 8 | O=C(CCl)Nc1ccccc1C(=O)Nc1ccc2c(c1)OCO2 | -3.1% | ? | -0.1% | 10.2% | -8.1% | -8.1% | 14.4% | 4.6% |
| 2 | COc1ccccc1OCC#CCSc1ncccn1 | 2.4% | 14.7% | i | 8.0% | -1.2% | 54.1%[activator] | -1.8% | -1.1% |

Returning to the listing with the 6 entries that preceded the break.
| cpd | Structure | TR SRC2 fluor cs | Tau fibril ThT | RECQ1 helicase | Tau fibril FP | KDM4E inh | L3MBTL1 block | RGS12 GoLoco inh | TRb SRC2 PPI |
| --- | --- | --- | --- | --- | --- | --- | --- | --- | --- |
| 10 | O=C(CSc1ncnc2c1oc1ccccc12)NC1CCCCC1 | -2.0% | -15.4% | -11.1% | 9.1% | -5.4% | nt | -10.2% | -3.4% |
| 11 | O=C(COC(=O)C1CCC(=O)N1)Nc1ccccc1Br (stereo unspecified) | -0.2% | 4.7% | 1.5% | 1.0% | 11.2% | 6.7% | 10.6% | 5.3% |
| 12 | Cn1c(SCc2ccccc2[N+](=O)[O-])nnc1-c1cccnc1 | -0.7% | -2.3% | -14.7% | -6.1% | 11.0% | nt | -1.8% | -15.1% |
| 13 | COc1ccc(-n2nnnc2S(=O)(=O)CC(=O)N2CCCCC2)cc1 | 0.0% | ? | -4.6% | -11.3% | -6.9% | nt | 0.2% | -1.1% |
| 14 | CC(C)(C)c1ccc(C(=O)NC2=NC(c3cccc(F)c3)CC(=O)N2)cc1 (stereo unspecified) | 5.0% | 8.5% | nt | -15.9% | nt | nt | nt | -7.0% |
| 15 | O=C(NCCCn1ccnc1)/C(=C\c1cccs1)NC(=O)c1ccco1 | 0.8%[53 µM] | 14.3% | 0.0% | 7.5% | 1.6% | 5.0% | 15.2% | -4.1%[53 µM] |
| 16 | CCN(CC)S(=O)(=O)c1cccc(NC(=O)c2ccc(-n3nc(C)cc3C)cc2)c1 | 4.9% | -8.1% | -7.6% | ? | -7.4% | -7.3% | -1.4% | -0.7% |
| 17 | NS(=O)(=O)c1ccc(CNC(=O)CSc2ccccc2)cc1 | -1.7% | 5.0% | i | -4.6% | -3.5% | ? | 5.2% | -1.5% |
| 18 | O=C(NC(=S)N1CCN(c2ccc([N+](=O)[O-])cc2)CC1)c1ccc(F)cc1 | -2.1% | ? | 1.9% | 0.3% | -3.1% | -7.6% | -6.9% | -0.3% |
| 19 | CSCc1cc(N(C)C)nc(SCc2ccc(Cl)c(Cl)c2)n1 | -3.5% | ? | -5.5% | -10.7% | -7.9% | 12.5% | 15.2% | -1.5% |
| 20 | CCOC(=O)C1(CC2CCCCO2)CCN(C(=O)Nc2ccc(SC)cc2)CC1 (stereo unspecified) | -3.2% | ? | -0.9% | 16.6% | 10.3% | -13.5% | 2.3% | 5.6% |
| 21 | CCCCN(CCCC)C(=O)c1nsnc1-c1ccccc1O | 0.5% | -11.7% | i | 0.2% | 1.5% | nt | 8.0% | 4.9% |
| 22 | CCOC(=O)CN1C2=NCCN2c2ccccc21 | 1.2% | -0.5% | 1.0% | -12.5% | -8.9% | -8.2% | 1.6% | -7.6% |
| 23 | COc1cc2c3nnc(-c4ccc(F)cc4)c-3cn(Cc3cccc(F)c3)c2cc1OC | -3.3% | -5.6% | -2.5% | -0.8% | ? | nt | 58.0%[activator] | -4.2% |
| 24 | O=C(NCc1ccccc1)C1CCCN1S(=O)(=O)c1cccc2cccnc12 (stereo unspecified) | -2.0% | -2.8% | -10.2% | -7.1% | -0.1% | -5.6% | 3.8% | 0.6% |

Some of the compounds tested, so the mix of outcomes need not match the whole.
